Bioassay records as filed in PubChem.
STK33 inh: inhibitors of human STK33 kinase | Q9BYT3 | purified STK33, MBP phosphorylation, ADP-Glo luminescence | inhibition, % at 10 µM | hit rate 0.073% among 320,000;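 active means inhibition at or above 25%, using the most active replicate where run in duplicate; inactive means inhibition below 25%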
Kir21 inh: inhibitors of mouse Kir2.1 inward-rectifier potassium channel; HEK293-Kir2.1, FluxOR thallium flux fluorescence; hits give low values; hit rate 0.85% among 310,000; B-score at 10 µM;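 active means fluorescence ratio B-score at or below minus 3 SD of library scores, with starting-brightness B-score within 2 SD, cut at about -4.2 in these data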;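 further: channel flux triggered by added potassium and thallium sulfate stimulus; B-score of peak minus minimum fluorescence over baseline after thallium stimulus; more negative B-score means stronger Kir2.1 block with less thallium influx; some compounds called inactive have numbers as strong as hits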
KCNQ2 inh: KCNQ2 channel blockers in CHO-K1 cells – cell-based, FluxOR thallium flux, B-score, primary screen (AID 2156) | 20 min; hits give low values | B-score at 10 µM | hit rate 1.1% among 310,000;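 active means fluorescence ratio B-score at most minus 3 library SDs, with starting brightness B-score within 2 library SDs, cut at about -5.5 in these data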
Target sequence (O88943 whole entry, looked up): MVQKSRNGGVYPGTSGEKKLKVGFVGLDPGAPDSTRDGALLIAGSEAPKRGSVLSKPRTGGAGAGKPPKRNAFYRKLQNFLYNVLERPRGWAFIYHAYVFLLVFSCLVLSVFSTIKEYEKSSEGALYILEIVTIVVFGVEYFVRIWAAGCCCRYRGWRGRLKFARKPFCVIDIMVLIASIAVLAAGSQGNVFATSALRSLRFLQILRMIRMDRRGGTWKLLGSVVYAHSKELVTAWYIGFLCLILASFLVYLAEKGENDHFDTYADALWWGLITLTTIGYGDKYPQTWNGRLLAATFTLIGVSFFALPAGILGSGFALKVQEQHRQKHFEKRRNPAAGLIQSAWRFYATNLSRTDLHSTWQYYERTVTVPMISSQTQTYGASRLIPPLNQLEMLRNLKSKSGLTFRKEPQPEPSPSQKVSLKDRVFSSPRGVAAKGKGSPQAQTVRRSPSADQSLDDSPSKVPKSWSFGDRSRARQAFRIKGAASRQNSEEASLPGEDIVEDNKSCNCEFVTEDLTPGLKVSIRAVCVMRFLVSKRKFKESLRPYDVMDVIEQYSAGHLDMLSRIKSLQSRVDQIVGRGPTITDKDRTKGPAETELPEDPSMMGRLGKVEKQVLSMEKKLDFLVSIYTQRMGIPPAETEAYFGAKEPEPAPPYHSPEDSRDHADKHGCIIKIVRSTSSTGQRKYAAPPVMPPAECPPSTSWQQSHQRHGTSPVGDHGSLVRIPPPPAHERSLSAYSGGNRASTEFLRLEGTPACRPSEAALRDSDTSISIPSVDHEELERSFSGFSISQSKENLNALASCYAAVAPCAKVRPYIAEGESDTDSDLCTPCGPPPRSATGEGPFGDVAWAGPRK
Numbers without * were called inactive; i = inactive; . = not tested or not shown.

The opening 4 entries, to show the layout:
KCNQ2 inh,STK33 inh,Kir21 inh,smiles
i,-0.7,-1.3,COc1ccc(OC)c(-n2c(CN3CCC(C(N)=O)CC3)nc3ccccc3c2=O)c1
i,0.1,-0.07,CCCCn1c(=O)[nH]c(=O)c2c1nc(CN(C)Cc1cccc(OC)c1OC)n2CCC
i,-0.3,-2.1,CN=C1S/C(=C\c2ccc(Cl)cc2)C(=O)N1C
i,-0.2,-0.08,CN1CCN(S(=O)(=O)c2ccc3c(c2)C(C)(C)C(=O)N3C)CC1

All compounds of this part, previewed entries included:
KCNQ2 inh,STK33 inh,Kir21 inh,smiles
i,-0.7,-1.3,COc1ccc(OC)c(-n2c(CN3CCC(C(N)=O)CC3)nc3ccccc3c2=O)c1
i,0.1,-0.07,CCCCn1c(=O)[nH]c(=O)c2c1nc(CN(C)Cc1cccc(OC)c1OC)n2CCC
i,-0.3,-2.1,CN=C1S/C(=C\c2ccc(Cl)cc2)C(=O)N1C
i,-0.2,-0.08,CN1CCN(S(=O)(=O)c2ccc3c(c2)C(C)(C)C(=O)N3C)CC1
i,-0.3,1.1,COc1cccc(NC(=O)CNC(=O)[C@@H]2Cc3ccccc3CN2C(=O)OC(C)(C)C)c1
i,-0.6,1.5,FC(F)C(F)(F)C(F)(F)C(F)(F)c1cc(-c2ccccc2)n[nH]1
i,-1.1,0.91,CCOc1ccc(N2C(=O)C(CC(=O)Nc3ccccc3)N(Cc3ccccn3)C2=S)cc1 (stereo not given)
i,-0.4,-1.7,CCCCNC(=O)Cn1nc(Cc2ccncc2)c2ccccc2c1=O
i,-2.4,-0.93,O=C(CN1CCC(C(=O)c2ccc3c(c2)OCCO3)CC1)NCc1ccc(F)cc1
i,-2.3,-0.94,COc1ccccc1CN1CN(S(=O)(=O)c2ccccc2)c2nc3ccccc3nc21
i,-1.8,-0.57,c1cncc(-c2nnc(SCc3cccc4ccccc34)o2)c1
i,-0.5,0.27,Cc1ccc(S(=O)(=O)N2CCC(C(N)=O)CC2)cc1C(=O)NC1CCCCC1
i,-0.1,0.6,COc1cc(NC(=O)c2cccc(C)c2)c(OC)cc1NC(=O)CN1CCOCC1
i,-1.5,-1.5,O=C(N=C1SC2CS(=O)(=O)CC2N1c1ccccc1F)C1CCCCC1 (stereo not given)
i,2.8,0.95,CC(=O)Nc1ccc(-c2cc(N)n(-c3ccccc3)n2)cc1
i,-1.9,-2,CCOc1ccc(Cc2nnc(SCC(=O)Nc3c(C)cccc3C)[nH]c2=O)cc1
i,-3.2,-2.8,Cc1nn(C)c(C(=O)NN)c1Cl
i,-0.7,0.45,COc1ccccc1NC(=O)Nc1nc(CC(=O)Nc2cccc(F)c2)cs1
i,1.3,0.02,O=c1c(-c2ccc(Br)cc2)coc2c(CN3CCOCC3)c(O)ccc12
i,-0.3,-0.71,Cc1ccc(/C=N/n2c(C)cc(C)c(C#N)c2=O)o1
i,-0.8,-0.98,CCN1CCCC1CNC(=O)c1ccc(CS(=O)(=O)c2ccccc2C)o1 (stereo not given)
i,-0.3,-0.87,Cc1cc(O)c(/C=N/Nc2ccc(F)cc2)c(=O)o1
i,-1.3,-2.7,COc1ccc(C(C(=O)NCC2CCCO2)N(C(=O)CNC(=O)c2cccs2)c2ccccc2)cc1OC (stereo not given)
i,-0.7,-0.61,COCCOC(=O)c1c(C)oc2ccc(OC(=O)c3ccc4c(c3)OCO4)cc12

Four records picked at random from the list so far, as already listed:
KCNQ2 inh,STK33 inh,Kir21 inh,smiles
i,-0.7,-0.61,COCCOC(=O)c1c(C)oc2ccc(OC(=O)c3ccc4c(c3)OCO4)cc12
i,-0.3,-0.87,Cc1cc(O)c(/C=N/Nc2ccc(F)cc2)c(=O)o1
i,-1.3,-2.7,COc1ccc(C(C(=O)NCC2CCCO2)N(C(=O)CNC(=O)c2cccs2)c2ccccc2)cc1OC (stereo not given)
i,-0.3,-0.71,Cc1ccc(/C=N/n2c(C)cc(C)c(C#N)c2=O)o1

More results follow:
KCNQ2 inh,STK33 inh,Kir21 inh,smiles
i,.,-0.43,Cc1c(Cl)cccc1NC(=S)NC1CCCC1
i,-4.4,-0.4,O=C1CCCN1c1ccc(S(=O)(=O)Nc2cccnc2)cc1
i,-0.2,-1.7,CCN(CC(=O)NCc1ccc(F)cc1)C(=O)c1ccc(C(=O)c2ccccc2)cc1
i,0.1,1.9,Cc1cccc(-n2c(SCC(=O)Nc3nnc(C)s3)nnc2-c2ccoc2C)c1
i,0.0,0.54,CCOC(=O)c1c(NC(=O)CSc2nnc(-c3ccccc3)n2CC)sc(C(C)=O)c1C
i,13,-1.4,CN1CCCC1CCNc1ccc2c(=O)c3ccccc3oc2c1 (stereo not given)
i,-2.8,-0.18,CN1CCN(C(=O)CSc2nc(-c3cccs3)cc(-c3cccs3)c2C#N)CC1
i,0.3,-0.01,Oc1ccc(Br)cc1C=Nc1cccn2cc(-c3ccccc3)nc12
i,0.7,0.27,Clc1ccc(Cn2cc(Br)cn2)cc1Cl
i,-2.0,-0.63,COc1cccc(CNC(=O)C(=O)NCC2CCCN2S(=O)(=O)c2cc(C)ccc2C)c1 (stereo not given)
i,-0.4,1.9,CCCSc1nc(-n2ncc(C#N)c2N)c2c3c(sc2n1)CCC(C)C3 (stereo not given)
i,.,-1.4,COc1ccc(CN(CC(=O)NCC2CCCO2)C(=O)CCC(=O)Nc2cc(C)ccn2)cc1 (stereo not given)
i,0.9,0.45,N/C(=N\OC(=O)CCCc1ccccc1)c1ccc([N+](=O)[O-])cc1
i,-1.0,-0.58,COc1ccccc1NC(=O)N1CCC(NC(=O)C2CCCCC2)CC1
i,-0.4,0.61,COc1ccc(Cl)cc1N=Cc1c(O)cc(C)oc1=O
i,0.1,1.1,CCCC(=O)Nc1ccccc1NC(=O)CN(C)S(=O)(=O)c1ccccc1
i,-4.4,-1.1,Fc1ccc(C2=CC(c3cccs3)n3nnnc3N2)cc1 (stereo not given)
i,-2.0,-0.99,Cc1ccnn1CCC(=O)N1CCCC(N2CCN(c3cccc(Cl)c3)CC2)C1 (stereo not given)
i,-0.5,0.08,CC(C)(C)c1ccc(C(=O)NCC(=O)OCN2C(=O)c3ccccc3C2=O)cc1
i,-1.0,-0.02,O=C(Nc1ccc(F)cc1)N(CCCN1CCOCC1)Cc1cc2cc3c(cc2[nH]c1=O)OCO3
i,-0.5,0.16,CCOC(=O)COc1coc(CN2CCN(c3cccc(Cl)c3)CC2)cc1=O
i,1.1,-0.21,COc1ccccc1CNC(=O)c1ccc(OCC2CCCO2)cc1 (stereo not given)
i,-0.7,0.39,CCCCNCc1cc2ccccc2o1
i,-0.1,0,Cc1ccc(SCCNC(=O)C(C)C)cc1
i,-1.7,0.05,NNc1cc([N+](=O)[O-])cc2c1C(=O)N(Cc1ccccc1)S2=O (stereo not given)
i,-1.3,-1.5,Cc1ccc2nccc(C(=O)N3CCCC(Nc4ccc(C)c(C)c4)C3)c2c1 (stereo not given)
i,-1.9,0.82,CCCCN(C(=O)C1CC(=O)N(CCc2ccc(OC)c(OC)c2)C1)c1c(N)n(CCCC)c(=O)[nH]c1=O (stereo not given)
i,-1.2,-0.77,O=C(CN1C(=O)/C(=C2\SC(=S)N(C3CCS(=O)(=O)C3)C2=O)c2ccccc21)Nc1ccc(F)cc1 (stereo not given)
i,-0.5,2.1,CCOC(=O)C(C)On1c(-n2nc(C)cc2C)nc2ccccc2c1=O (stereo not given)
i,0.1,-0.22,CCOC(=O)Cc1csc(NC(=O)CSc2ccc(Br)cc2)n1
i,-1.4,-0.92,COc1cc(C2/C(=C(\O)c3cc(C)ccc3C)C(=O)C(=O)N2CCN(C)C)ccc1O (stereo not given)
i,-0.4,-1.9,COC(=O)c1ccc(CSc2nc3sc4c(c3c(=O)n2C)CCCC4)o1
i,-0.1,-2.5,N#CCSc1nnc(Cc2cccc3ccccc23)n1C1CCCCC1
i,0.8,2.3,CCn1c(=NC(=O)c2cccc(N3C(=O)CCC3=O)c2)sc2c(C)ccc(OC)c21
i,0.3,2.3,COc1ccc(CCNC2CC(=O)N(N(C)C)C2=O)cc1OC (stereo not given)
i,-0.1,-0.31,O=S(=O)(c1ccccc1)N1CCN(C(c2ccccc2)c2ccc(OC(F)(F)F)cc2)CC1 (stereo not given)
i,0.5,1.3,COc1ccc(OC)c(C2C(C(=O)c3ccc(C)o3)=C(O)C(=O)N2c2cc(C)on2)c1 (stereo not given)
i,-0.3,-1.8,Cc1c(C)n(Cc2ccccc2)c2ncnc(NCCN(C)C)c12
-9.1*,0.7,-1.6,O=C(NCCn1cc(SCc2ccc(F)cc2)c2ccccc21)c1ccccc1F
i,0.0,2,CCc1nc2ccccc2c(C(=O)OCC(=O)C(C)(C)C)c1C
i,0.1,-0.3,Cc1cc(C)c2[nH]c(=O)c(CN(CC3CCCO3)C(=O)C3CCCO3)cc2c1 (stereo not given)
i,0.0,-0.14,Nc1ccc(C(=O)OCCc2ccccc2)cc1
i,-0.8,0.2,CN(C(=O)c1cnc(N2CCN(c3ncccn3)CC2)c2ccccc12)c1ccc(Cl)cc1
i,1.2,1.4,Cn1c(N)c(C(=O)CSc2nc(N)cc(=O)[nH]2)c(=O)n(C)c1=O
i,-1.1,-0.61,NC(=O)CSc1nccn1Cc1ccc(Cl)cc1
i,-1.3,-0.79,O=C(NCC(c1ccco1)N1CCCCC1)C(c1ccccc1)c1ccccc1 (stereo not given)
i,-0.2,-1.7,COc1ccc(/C=C(/C(=O)c2ccc(Cl)cc2Cl)n2cncn2)cc1
i,-1.1,-1.2,O=C(Nc1ccccc1OC(F)F)c1cccc(S(=O)(=O)N2CCCC2)c1
i,-1.2,-1.9,CCc1nc(CNC(=O)C2CCC(=O)N(CCc3cccc(F)c3)C2)no1 (stereo not given)
i,-1.8,-0.24,COc1ccc(CCNC(=O)CN2C(=O)NC(Cc3c[nH]c4ccccc34)C2=O)cc1 (stereo not given)
i,-3.4,-1.2,Cc1nn(-c2ccccc2)c(C)c1/C=N/NC(=O)c1cc(C23CC4CC(CC(C4)C2)C3)[nH]n1
i,-1.9,0.21,Cc1cc(C)c(C(=O)N2CCCC(CNS(=O)(=O)c3cccs3)C2)o1 (stereo not given)
i,-1.3,-0.24,Cc1ccc(C)c(OCCCCCn2ccnc2)c1
i,0.3,-0.57,Cc1cc(C)c(NC2=NS(=O)(=O)c3ccccc32)c(C)c1
i,-0.3,-0.42,COc1ccc(OCC(=O)N2CCN(c3nnc(-c4ccccc4)c4ccccc34)CC2)cc1
i,-1.2,1.3,COc1ccc(S(=O)(=O)N(CC(=O)N2CCN(C)CC2)C2CCCCC2)cc1OC

Reformatted with values under each structure: 3 of the compounds above.
Second line of a record – KCNQ2 inh | STK33 inh | Kir21 inh
O=C1CCCN1c1ccc(S(=O)(=O)Nc2cccnc2)cc1
→ i | -4.4 | -0.4
CCN(CC(=O)NCc1ccc(F)cc1)C(=O)c1ccc(C(=O)c2ccccc2)cc1
→ i | -0.2 | -1.7
Cc1cccc(-n2c(SCC(=O)Nc3nnc(C)s3)nnc2-c2ccoc2C)c1
→ i | 0.1 | 1.9

Later entries
KCNQ2 inh,STK33 inh,Kir21 inh,smiles
i,-2.0,-0.09,COC(=O)Cc1ccc(NC(=O)c2ccc3c(c2)C(=O)N(CC2CCCO2)C3=O)cc1 (stereo not given)
i,-1.4,-0.62,Cc1ccc(CN2CCN(Cc3nc4c(s3)CCCC4)CC2CCO)cc1 (stereo not given)
i,-1.3,-4,COc1ccc(C(=O)N/N=C(\C)c2ccccn2)cc1OC
i,-0.5,-1.6,C=CCNC(=O)COC(=O)c1ccc(C)c(NC(=O)c2ccco2)c1
i,-2.3,0.68,C/C(=N\NC(=O)C1CC1)c1ccc(OC(F)F)cc1OC(F)F
i,-0.6,-0.39,Cc1ccc(NC(=O)c2ccc(S(=O)(=O)NCC3CCCO3)cc2)cc1 (stereo not given)
i,-0.4,-0.62,O=C(NCc1ccccc1)c1ccc(OCC2CCCO2)cc1 (stereo not given)
i,-1.5,0.67,COc1ccc(Nc2cc(C(=O)NCc3ccco3)c3ccccc3n2)cc1
i,-1.5,-6.4*,COc1cc(CNCCc2ccccc2)ccc1OCc1ccc(Cl)nc1
i,-1.2,-1.9,CCN(CC(=O)NCCC1=CCCCC1)S(=O)(=O)c1ccccc1
i,-0.7,-1.1,COc1ccc(-c2nnc3ccc(SCC(=O)NCc4ccco4)nn23)cc1OC
i,-1.4,-0.15,O=C(O)c1ccc(N=Nc2c(-c3ccccc3)[nH]oc2=O)cc1
i,.,-0.15,Cc1ccc(-c2nc(C=Nc3ccc(O)cc3)c(O)o2)cc1
i,0.9,0.56,O=C(NCCCN1CCN(CCCNC(=O)c2ccc(F)cc2)CC1)c1ccc(F)cc1
i,-1.6,-0.46,COc1nc(OCCNC(C)=O)nc(N(C)C)n1
i,-0.4,-0.92,Cc1cc2c3nonc3ccc2n1C
i,4.6,-1.9,CCOc1cccc2cc(C(=O)Nc3cc(C)on3)c(=O)oc12
i,-1.1,-1.9,O=C(NNc1cc(N2CCCC2)nc(N2CCCC2)n1)c1ccc([N+](=O)[O-])cc1
i,-0.1,0.59,COc1ccccc1NC(=O)/C(C#N)=C/c1cccn1C
i,0.2,-0.26,CCCc1cc(-c2n[nH]c(=S)n2CC)c2ccccc2n1
i,-1.5,-0.07,CN(C)S(=O)(=O)Oc1ccsc1C(=O)Nc1cccc(Cl)c1Cl
i,-0.7,0.39,O=C(CNc1ccccc1)N/N=C/c1cn(-c2ccccc2)nc1-c1ccccc1
i,1.5,1.5,Cc1c(C(=O)NN2CCOCC2)oc2c1ccc1ccccc12
i,-6.6,0.68,COc1ccc(Cc2nnc(NC(=O)Nc3ccc(F)cc3)s2)cc1
